pCIP destab – p/CIP protein destabilization | F442A p/CIP-EGFP cells, EGFP fluorescence, 16 h | decrease of EGFP signal, % at 10 µM | 290,000 tested, 0.01% active | AID 1984;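 active = EGFP signal decrease of at least 30% at 10 µM or well 3 SD below plate mean, unless failing retest; inactive = the rest, including hits failing retest or dose response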; note: some compounds called inactive have numbers as strong as hits; many of its hits are not listed in these tables
IDE act – IDE (human) activation, cell-based. P14735. HEK cells, FAbeta-B cleavage, fluorescence polarization; 0% vehicle, 100% cell-free pure enzyme wells. activation, % at 5.96 µM. 340,000 tested, 0.073% active;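 active = activation above the mean of all tested compounds plus 3 SD, set per screening campaign, cut at about 17% in these data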
Target sequence (P14735 whole entry, looked up): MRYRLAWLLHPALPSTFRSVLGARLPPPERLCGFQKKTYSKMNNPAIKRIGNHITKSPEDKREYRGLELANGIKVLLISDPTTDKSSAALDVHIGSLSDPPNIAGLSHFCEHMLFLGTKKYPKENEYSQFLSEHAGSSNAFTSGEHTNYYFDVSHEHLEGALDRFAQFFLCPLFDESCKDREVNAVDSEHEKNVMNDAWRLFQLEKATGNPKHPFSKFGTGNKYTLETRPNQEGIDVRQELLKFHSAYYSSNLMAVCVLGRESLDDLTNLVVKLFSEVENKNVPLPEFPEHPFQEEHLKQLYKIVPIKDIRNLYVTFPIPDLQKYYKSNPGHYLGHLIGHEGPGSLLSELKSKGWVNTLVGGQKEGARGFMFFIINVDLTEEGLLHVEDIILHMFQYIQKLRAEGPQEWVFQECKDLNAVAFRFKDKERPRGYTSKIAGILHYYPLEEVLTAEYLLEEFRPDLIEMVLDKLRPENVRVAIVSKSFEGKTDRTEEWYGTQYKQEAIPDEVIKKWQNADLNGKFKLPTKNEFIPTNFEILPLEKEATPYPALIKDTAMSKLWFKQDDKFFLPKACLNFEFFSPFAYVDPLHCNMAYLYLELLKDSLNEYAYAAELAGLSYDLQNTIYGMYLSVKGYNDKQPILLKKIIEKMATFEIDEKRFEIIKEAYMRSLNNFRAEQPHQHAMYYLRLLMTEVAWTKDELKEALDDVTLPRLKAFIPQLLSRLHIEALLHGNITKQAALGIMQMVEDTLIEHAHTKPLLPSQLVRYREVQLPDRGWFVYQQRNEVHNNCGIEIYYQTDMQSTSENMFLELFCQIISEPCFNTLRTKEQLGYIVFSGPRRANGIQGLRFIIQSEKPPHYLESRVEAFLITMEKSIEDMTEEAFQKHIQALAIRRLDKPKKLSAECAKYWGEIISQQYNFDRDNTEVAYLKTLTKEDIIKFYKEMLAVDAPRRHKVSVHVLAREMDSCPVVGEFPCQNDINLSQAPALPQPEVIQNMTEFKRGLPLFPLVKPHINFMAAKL
M4 PAM – CHRM4 positive allosteric modulation; P08173; activation, % at 3 µM; 360,000 tested, 0.4% active; AID 624126; CHO-K1 hM4/Gqi5, Fluo-8 calcium fluorescence, ACh EC20; 0% = ACh EC20, 100% = maximal ACh;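 active = activation above its plate's cutoff, the mean activation of sample wells plus 3 SD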; note: some results filed as inactive read as strong as hits
CRFBP-R2 block – blocks CRF-induced signaling of the CRF-BP/CRF-R2 complex. 350,000 tested, 0.59% active. HEK293 CRF-R2/CRF-BP, CRF-induced calcium fluorescence. AID 588475. inhibition, % at 11.8 µM;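 active = inhibition of the ligand-induced calcium signal above about 50% at the single tested concentration, limit read from the data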
MEKK3 PB1 HTS – raises or lowers MEK5 binding to the human MEKK3 PB1 domain; Q99759; bead-based flow cytometry, Alexa488-MEK5 binding to MEKK3; actives lie on both sides; 0 = blocked by unlabeled MEK5, 100 = vehicle; binding response (% of control), % at 10 µM; 290,000 tested, 1.4% active; AID 1529;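 active = binding response more than 3 SD above or below the average of its plate-row segment, actives on both sides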;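 note: Alexa488 bead fluorescence after subtracting the streptavidin-only scavenger bead signal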
GalR3 antag – antagonists of human GalR3; O60755; HEK293 GalR3-CNG cAMP membrane potential fluorescence; galR3 body fused to GalR1 C-terminus; inhibition, % at 3 µM; 360,000 tested, 0.44% active; AID 651719;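 active = inhibition above the screen-wide average plus 3 SD, cut at about 13% in these data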;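 note: forskolin and galanin both at EC90 stimulate the cells; cAMP rise reported by CNG channel membrane potential dye signal; 0% = forskolin plus galanin with DMSO and 100% = forskolin alone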
PHOSPHO1 inh – inhibitors of human PHOSPHO1 phosphatase; 290,000 tested, 1.1% active; Q8TCT1; inhibition, % at 13.3 µM; recombinant PHOSPHO1, absorbance phosphatase assay; in the data active = inhibition above about 60%
IDE cell inh – inhibitors of human insulin-degrading enzyme in cells. HEK cells, FAbetaB cleavage, fluorescence polarization. inhibition, % at 5.59 µM. 320,000 tested, 0.41% active;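 active = percent inhibition above the average of all tested compounds plus 3 SD, set per screening campaign, cut at about 16% in these data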;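 note: IDE supplied by intact live HEK cells; FP after avidin binding of uncleaved biotin substrate so inhibition keeps polarization high; 0% = DMSO wells and 100% = 60 µM reference IDE inhibitor Ii1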
CRFR2-BP ag – CRF-BP/CRF-R2 complex agonism; HEK293 CRF-R2/CRF-BP, calcium dye fluorescence (FLIPR); percent of saturating CRF peptide response; activation, % at 13.2 µM; 350,000 tested, 0.46% active; AID 588473;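 active = activation of at least 50%, plus an integration ratio under a set limit after plate pattern correction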;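 note: plate controls were neutral control wells without compound for no effect and CRF at EC100 for full effect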
The depositor's hits bear a star; nt = not tested or not shown. Rows were taken by chance; any-hit rate near 4.2%.

| GalR3 antag | M4 PAM | IDE act | MEKK3 PB1 HTS | CRFR2-BP ag | CRFBP-R2 block | PHOSPHO1 inh | pCIP destab | IDE cell inh | SMILES |
| --- | --- | --- | --- | --- | --- | --- | --- | --- | --- |
| -5 | -4 | -3 | nt | -0.1 | 3 | nt | nt | nt | Cc1ccc[n+](C(C(=S)NCc2ccco2)=C([O-])c2ccccc2Cl)c1 |
| -6 | 1 | 4 | 98 | 1.2 | -2 | 26 | -1 | 1 | CC(NC(=O)c1cccnc1)c1ccc2c(c1)OCO2 (stereo unspecified) |
| 0 | 0 | -3 | 106 | -0.6 | 3 | -14 | 7 | 3 | O=C(O)c1cccc(NS(=O)(=O)c2ccc3nnn(O)c3c2)c1 |
| -6 | -9 | 2 | 106 | -0.9 | -17 | 47 | 3 | -5 | O=C(Cc1ccc(Br)cc1)NC1CCN(Cc2ccccc2)CC1 |
| -8 | 2 | 4 | 101 | 1.5 | -7 | nt | -3 | -3 | CC(=O)Nc1nn(C)c2nc3ccc(C)cc3cc12 |
| -2 | 6 | 4 | 97 | 2.3 | -36 | 38 | 4 | 0 | N#CC1(NC(=O)COC(=O)CCCN=C2NS(=O)(=O)c3ccccc32)CCCCC1 |
| -8 | -10 | 4 | 99 | 0.7 | 6 | 23 | -7 | 2 | CCC(=O)N1c2ccc(S(=O)(=O)N3CCN(c4ccccc4Cl)CC3)cc2CC1C (stereo unspecified) |
| -2 | 15 | -2 | 103 | -0.7 | 2 | 38 | 6 | -2 | NS(=O)(=O)c1ccc(CNC(=O)c2cc(-c3cccnc3)nc3ccc(Br)cc23)cc1 |
| -7 | 1 | -1 | 103 | 0.4 | -1 | 31 | 1 | 3 | CC(NC(=O)CNC(=O)C1CCCCC1)c1cccc(Cl)c1 (stereo unspecified) |
| -11 | 1 | 2 | 94 | 1.5 | -69 | -5 | -2 | -5 | CC(c1nc2ccccc2c(=O)[nH]1)N(C)c1ccc2ccccc2c1 (stereo unspecified) |
| -4 | -2 | 5 | nt | 3.0 | -20 | nt | nt | 3 | Cc1ccc(NS(=O)(=O)c2ccc(Cl)c(N=Nc3c(O)[nH]c(=O)[nH]c3=O)c2)cc1Cl |
| -7 | 1 | 2 | 100 | 2.6 | -6 | 36 | -17 | 3 | O=C(NC1CCCCC1)c1cc(-c2ccc(F)cc2)on1 |
| -5 | -1 | 5 | nt | 7.7 | 5 | nt | nt | nt | NC1=NOC(=O)C1C1CCCCC1 (stereo unspecified) |
| -3 | -4 | 0 | 105 | -2.0 | 29 | -16 | -7 | -1 | O=C(CSc1nnc(-c2ccncc2)n1-c1ccc(F)cc1)NNC(=O)c1cccc(O)c1 |
| -8 | -3 | -2 | 104 | 2.5 | -6 | 0 | 0 | 3 | O=C(Nc1ccc(C(=O)O)cc1)/C(=C\c1ccco1)NC(=O)c1ccc(Br)o1 |
| 5 | 2 | 3 | 106 | -1.2 | 31 | 1 | 3 | -1 | COc1cc([N+](=O)[O-])c(N2CCOCC2)c([N+](=O)[O-])c1OC |
| nt | -9 | 0 | 87 | -0.3 | 2 | -7 | 2 | 6 | O=C(COc1cccc(F)c1)N1c2ccccc2Sc2ccccc21 |
| -2 | -1 | 3 | 102 | -0.5 | 6 | -6 | -1 | -1 | COc1ccc2nc(NC(=O)C3CCCN(S(=O)(=O)c4cccc5nonc45)C3)sc2c1 (stereo unspecified) |
| -2 | -12 | 0 | 106 | 2.0 | -6 | 39 | -5 | 2 | COc1ccc(C(=O)N/N=C\c2coc3ccccc3c2=O)cc1 |
| 0 | -1 | 2 | 94 | -4.2 | 20 | -12 | 1 | 10 | Fc1ccc(Sc2ccccc2CNC2=NCCN2)cc1 |
| -2 | -1 | 18* | 121 | 13 | -26 | 10 | -10 | -3 | CNC[C@H](Cc1ccccc1)NC[C@@H](Cc1cccc2ccccc12)NCCc1ccc(C)cc1 |
| -1 | 13 | 1 | 113 | 0.4 | -7 | -1 | -3 | 7 | CC(=O)c1nn(-c2cccc(Br)c2)cc1C(=O)c1ccco1 |
| 2 | -1 | 8 | 104 | -3.5 | 26 | 19 | -3 | -4 | Cc1ccccc1-n1c(SCC(=O)N2CCOCC2)nc(O)cc1=O |
| -1 | 6 | 3 | 79 | 0.0 | -45 | -29 | -13 | -5 | Fc1cccc(-c2cc3nc4c(c(N5CCOCC5)n3n2)CCCC4)c1 |
| -7 | 7 | 1 | 106 | -0.2 | 17 | 38 | 1 | 0 | CN(C)C(=O)c1cc(C(=O)c2ccccc2F)c[nH]1 |
| 0 | -5 | -1 | 93 | -2.7 | 20 | 32 | -12 | 2 | O=C(O)c1ccc(N/N=C/c2ccc(-c3cc(Cl)ccc3Cl)o2)cc1 |
| -1 | -1 | 4 | 99 | 1.1 | -19 | 16 | -7 | 5 | NC(=O)CSc1nnc(-c2ccc(S(=O)(=O)N3CCOCC3)cc2)n1CC1CCCO1 (stereo unspecified) |
| -8 | 2 | 3 | 102 | 0.3 | -1 | 40 | -15 | -8 | COc1cc(NC(=O)C2CC2)c(OC)cc1NC(=O)c1ccco1 |
| -8 | -4 | 4 | 107 | 0.3 | -15 | -20 | 0 | -4 | CN(Cc1cccc(Cl)c1Cl)CC(O)COc1ccccc1 (stereo unspecified) |
| -2 | -5 | -2 | 115 | -0.8 | -15 | 14 | -1 | 0 | Cc1nnc(C)n1/N=C/c1cccnc1 |
| 3 | -5 | 2 | 110 | 0.5 | 2 | -12 | -5 | 4 | O=C1CCc2cc(S(=O)(=O)N3CCC(C(=O)Nc4nccs4)CC3)ccc2N1 |
| -5 | 5 | -22 | 107 | -1.3 | 3 | 16 | -14 | 20* | O=c1oc2ccc(Br)cc2cc1-c1nc2ccccc2o1 |
| -7 | 2 | 8 | 103 | -3.0 | -40 | -12 | -13 | 5 | CCCCCCC(=O)Nc1ccc(Cl)cn1 |
| -8 | 5 | 2 | 95 | 1.5 | -2 | 8 | 0 | 2 | O=c1c(CO)cc(CO)cc(CO)c1O |
| 0 | 0 | -6 | 109 | -3.3 | 21 | 24 | -1 | 4 | CCn1c(=O)c2c(nc3n2CCCN3CCc2ccccc2)n(C)c1=O |
| 0 | -1 | 8 | 102 | 0.6 | -13 | 41 | -9 | -2 | CC(C)c1cc(C(=O)N/N=C/c2ccoc2)c(O)c(C(C)C)c1 |
| 1 | 10 | -1 | 84 | 0.1 | -1 | -10 | 1 | -3 | COCCCN(C(=S)Nc1ccc(OC)cc1)C(C)c1ccncc1 (stereo unspecified) |
| -2 | -1 | 2 | 92 | 0.9 | -39 | 18 | -32 | -1 | CCOc1ccc2[nH]c(C)c(CN3CCN(CC)CC3)c(=O)c2c1 |
| -4 | -5 | 6 | 100 | 0.5 | 17 | 11 | 6 | nt | Cc1ccc(NC(=O)c2csc(-c3ccccc3)c2C)cc1 |
| -7 | 4 | -1 | 102 | -0.7 | -10 | 39 | -10 | 0 | CCOC(=O)C1(CC2CC2)CCN(Cc2cn[nH]c2-c2cccc(F)c2)CC1 |
| 0 | 1 | 3 | 100 | -1.0 | -101 | 2 | 7 | -1 | CC(C)CCNC(=O)CC1C(=O)N(Cc2ccccc2)C(C)c2nc3ccccc3n21 (stereo unspecified) |
| 0 | -4 | -6 | 106 | 3.7 | 1 | -7 | -21 | 1 | O=C(CN1CCN(C(=O)C2CCCO2)CC1)Nc1cc(Cl)ccc1Cl (stereo unspecified) |
| -2 | 3 | 1 | 101 | 2.3 | -5 | 37 | 0 | 3 | O=C(c1cccc2ccccc12)C1CCCN(C(=O)CCc2cnccn2)C1 (stereo unspecified) |
| 2 | -4 | 9 | 103 | 1.7 | 5 | 4 | -2 | 1 | O=C1COc2ccc(C(=O)COC(=O)CCc3ccc(S(=O)(=O)N4CCOCC4)cc3)cc2N1 |
| -5 | 12 | -1 | nt | 4.5 | -2 | nt | nt | -2 | COCC(C)n1c(C)cc(C(=O)COC(=O)c2cccn2C)c1C (stereo unspecified) |
| -2 | 0 | -1 | 91 | -0.5 | -10 | -11 | -5 | 5 | CCCCc1ccc(NC(=O)C2CCN(S(C)(=O)=O)CC2)cc1 |
| -4 | 5 | 1 | 104 | -0.7 | -2 | -30 | 2 | -1 | O=C(Cn1nnc(-c2cccc(C(F)(F)F)c2)n1)N1CCOCC1 |
| 1 | -2 | -2 | 84 | -0.6 | -13 | -16 | 6 | 5 | COc1ccc(CCCC(=O)N/N=C/c2ccc(C)cc2)cc1 |
| 9 | 2 | 0 | 104 | 12 | 19 | 0 | -1 | 0 | COC(=O)c1ccccc1NC(=O)CSc1nc(O)cc(=O)n1C1CCCC1 |
| -4 | 14 | 2 | nt | 1.3 | 20 | nt | nt | -1 | COc1cccc(CC(=O)OCC(=O)NC2CCCC2)c1 |

A different layout for some results above.
Second line of a record: GalR3 antag, M4 PAM, IDE act, MEKK3 PB1 HTS, CRFR2-BP ag, CRFBP-R2 block, PHOSPHO1 inh, pCIP destab, IDE cell inh
- COCC(C)n1c(C)cc(C(=O)COC(=O)c2cccn2C)c1C (stereo unspecified)
    -5, 12, -1, nt, 4.5, -2, nt, nt, -2
- Fc1ccc(Sc2ccccc2CNC2=NCCN2)cc1
    0, -1, 2, 94, -4.2, 20, -12, 1, 10

Next entries.
| GalR3 antag | M4 PAM | IDE act | MEKK3 PB1 HTS | CRFR2-BP ag | CRFBP-R2 block | PHOSPHO1 inh | pCIP destab | IDE cell inh | SMILES |
| --- | --- | --- | --- | --- | --- | --- | --- | --- | --- |
| -6 | 6 | 1 | 105 | -0.1 | 5 | 27 | -11 | -4 | O=c1[nH]oc(O)c1-c1ncc(C(F)(F)F)cc1Cl |
| -4 | -6 | 0 | nt | 4.8 | 16 | nt | nt | nt | OC(C#Cc1ccccc1)(c1ccccc1)c1ccccc1 |
| -7 | 6 | nt | nt | 3.6 | 18 | nt | nt | nt | c1ccc(N=Nc2ccc(C3=NCCO3)cc2)cc1 |
| -8 | 4 | 1 | nt | 5.5 | -25 | nt | nt | nt | CCCOc1c(Br)cc(C(=O)OCc2cc(=O)n3ccsc3n2)cc1OC |
| -2 | 2 | 3 | nt | -0.5 | 0 | nt | nt | nt | CC(CNC(=O)CN1C(=O)NC2(CCCCC2C)C1=O)c1ccccc1 (stereo unspecified) |
| -3 | 3 | -3 | 98 | -0.5 | -30 | -4 | -1 | 3 | CCOC(=O)c1ccc(NC(=O)CSc2ncccn2)cc1 |
| -3 | 0 | 4 | 101 | -1.4 | 3 | -25 | -2 | 4 | CCc1ccc(C(=O)NCC2COc3ccccc3O2)o1 (stereo unspecified) |
| -3 | -1 | -2 | 104 | -0.7 | 9 | 54 | -5 | 2 | CCOC(=O)c1sc(=NC(=O)c2ccc(F)cc2)n(C)c1C |
| -6 | 1 | 1 | 96 | 0.1 | -2 | -1 | -2 | 2 | Cc1occc1-c1nnc(SCC(=O)Nc2ccccn2)o1 |
| -3 | -3 | 3 | 55 | 3.0 | 37 | 52 | 10 | -1 | Nc1ccc(-n2nc(C(F)(F)F)cc2C(F)(F)F)cc1 |
| -2 | 9 | 7 | nt | -1.3 | -5 | nt | nt | 1 | COc1ccc(NC(=O)CN(C)C(=O)c2cc(S(=O)(=O)N(C)C)ccc2N2CCCC2)cc1 |
| -5 | 5 | 1 | 80 | -2.4 | 18 | 42 | 0 | 8 | Cc1ccc(C2N(c3ccccc3)C(=O)N3CCCN23)cc1 (stereo unspecified) |
| -4 | 3 | 2 | 101 | 0.7 | 2 | -6 | 2 | 1 | CCCn1c(N)c(C(=O)COC(=O)CCS(=O)(=O)c2ccc(C)cc2)c(=O)[nH]c1=O |
| -3 | -3 | -1 | 105 | -0.2 | 4 | 41 | 1 | -6 | Cc1ccccc1NC(=O)C1COc2ccccc2O1 (stereo unspecified) |
| -2 | 5 | 6 | 100 | 0.3 | -6 | 20 | -12 | 1 | COc1cc(C(=O)Nc2sc3c(c2C(=O)NCc2ccco2)CCCC3)cc(OC)c1OC |
